# From PubChem BioAssay
# Pin1 inhibitor: qHTS Assay to Find Inhibitors of Pin1. Peptidyl-prolyl cis-trans isomerase NIMA-interacting 1 (Homo sapiens), Q13526. Pin1 FP peptide displacement, HiFluor488, 10 min. Potency, µM (highest dose often 115 µM), for the others: at the top dose activity, negative = inhibition, actives largely listed as inhibitors. 390,000 tested, 0.009% active; active = well fitted inhibition curve with a large enough effect in the polarisation, with a control signal flat, not every such curve was filed as active; inconclusive = small, poorly fitted or top-dose-only effect, or effect the other way, or a change in a side signal; inactive = no such curve, though single readings can be large or run the other way; the % refers to the polarisation; also: % is scaled to controls: 0 for no effect and ±100 for the full control effect
# RGS4 inhibitor: Inhibitors of Regulator of G Protein Signaling (RGS) 4: qHTS | 390,000 tested, 0.039% active | Potency, µM (top dose mostly 114 µM), inactives show at the highest dose activity change, negative = inhibition, most hits filed as inhibitors | Transcreener GDP fluorescence polarization, RGS4-accelerated GTP hydrolysis | Regulator of G-protein signaling 4 (Homo sapiens), P49798; also: % is scaled to controls: 0 for no effect and ±100 for the full control effect; nearly all actives have a fitted effect of over 75% in size; some results filed as inactive show a strong effect at the top dose
#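 MLSMR compounds (23 nl, pin-transferred) preincubated 10 min at room temperature with a 500nM (2x) first reagent, then RGS4 at 900nM (2x) plus Transcreener GDP mix added; fluorescence polarization (620/688 nm) read before and after 90 min at 30 °C.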
# rTrxR1 inhibitor: qHTS Assay for Inhibitors of Mammalian Selenoprotein Thioredoxin Reductase 1 (TrxR1): qHTS | recombinant rTrxR1, NADPH fluorescence consumption, selenite substrate | Potency, µM (top dose mostly 114 µM), for inactives: top-dose activity change, negative = inhibition, usual class: inhibitors | 390,000 tested, 1% active | AID 588453, 2011; also: % is scaled to controls: 0 for no effect and ±100 for the full control effect; nearly all actives have a fitted effect of over 65% in size
# Target sequence (O89049 whole entry, looked up): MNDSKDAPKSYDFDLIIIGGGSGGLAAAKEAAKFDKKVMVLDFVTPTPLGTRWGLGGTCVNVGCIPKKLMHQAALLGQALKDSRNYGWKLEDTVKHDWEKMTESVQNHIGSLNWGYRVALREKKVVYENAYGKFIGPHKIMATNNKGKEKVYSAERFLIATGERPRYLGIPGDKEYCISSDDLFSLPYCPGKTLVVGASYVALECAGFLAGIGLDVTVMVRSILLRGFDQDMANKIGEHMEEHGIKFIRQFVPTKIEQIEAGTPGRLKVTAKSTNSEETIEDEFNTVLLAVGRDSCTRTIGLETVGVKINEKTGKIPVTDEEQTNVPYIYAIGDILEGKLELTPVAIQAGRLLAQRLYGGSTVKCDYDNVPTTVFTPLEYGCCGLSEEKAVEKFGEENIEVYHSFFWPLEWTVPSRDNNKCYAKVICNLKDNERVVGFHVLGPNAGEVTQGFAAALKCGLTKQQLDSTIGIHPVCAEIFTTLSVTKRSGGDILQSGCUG
#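 Rat TrxR1 (90 nM in the dispensed reagent) was pre-reduced with 400 uM NADPH for 5 min at room temperature, then incubated with compound for 15 min. After 400 uM selenite was added, NADPH fluorescence (Ex 340/Em 450 nm) was followed for 8 min.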
# 12-LOX inh: Primary qHTS assay for inhibitors of human arachidonate 12S-lipoxygenase (ALOX12): Round 2 | purified 12hLO, xylenol orange hydroperoxide absorbance | Potency, µM (doses to about 108 µM), for inactives: at the top dose activity change, negative = inhibition, most hits filed as inhibitors | 580,000 tested, 1.1% active; also: % is scaled to controls: 0 for no effect and ±100 for the full control effect
#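 Hydroperoxide product was detected by ferrous iron/xylenol orange as the 573 to 405 nm absorbance ratio. Arachidonic acid at 40 uM (final) was turned over for 30 min at room temperature by 150 nM human 12hLO, pH 7.0 Hepes buffer, after 15 min compound preincubation.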
# HP1b binding inh: HTS for Inhibitors of HP1-beta Chromodomain Interactions with Methylated Histone Tails | 390,000 tested, 0.56% active | Potency, µM (top dose mostly 114 µM), for the others: at the top dose activity change, negative = inhibition, hits mostly inhibitors | AlphaScreen HP1-beta / biotin-H3K9me3 peptide binding; also: nearly all actives have a fitted effect of over 70% in size; inactives centre near 23
#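 HP1-beta protein (50 nM final) preincubated 30 min at room temperature with biotinylated H3(1-18)K9me3 peptide (50 nM) in PBS pH 7.4, 0.01% Tween-20, then compound added for 30 min. AlphaScreen streptavidin donor/nickel chelate acceptor beads (10 ug/mL final), 30 min dark, luminescence read.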
# Tb PGK inh: qHTS Assay to Find Inhibitors of Phosphoglycerate Kinase | AID 602233, 2012 | Potency, µM (titrated, usually from 57.5 µM), for the others: at the top dose activity change, negative = inhibition, hits mostly inhibitors | PGK/GAPDH coupled, Kinase-Glo luminescence, 60 min | 380,000 tested, 0.043% active | Phosphoglycerate kinase, glycosomal (Trypanosoma brucei brucei), P07378; also: % is scaled to controls: 0 for no effect and ±100 for the full control effect; nearly all actives have a fitted effect of over 60% in size
#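 Recombinant glycosomal PGK reaction used 1,3-bisphosphoglycerate generated in-well by GAPDH (100nM final) in 100mM TEA pH 7.6, 5mM MgCl2, 0.01% Tween-20. After 60 minutes at room temperature, ATP was read by Kinase-Glo Plus luminescence end-point.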
# ERG-DNA inh: qHTS for Small Molecule Inhibitors of the ERG Ets/DNA interaction; Potency, µM (series often up to 76.9 µM), without a hit: top-dose FP activity, negative = inhibition, usual class: inhibitors; AID 624246, 2012; 370,000 tested, 0.028% active; fluorescence polarization, His-ERG Ets domain / labelled DNA; Transcriptional regulator ERG (Homo sapiens), P11308; active = well fitted inhibition curve with a large enough effect in the polarisation, with a control signal flat; inconclusive = small, poorly fitted or top-dose-only effect, or effect the other way, or a change in a side signal; inactive = no such curve, though single readings can be large or run the other way; the % refers to the polarisation;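 also: polarization taken with two DNA probes labelled with fluorescein and Texas red; % of control where 0% means no effect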
# Target sequence (P11308 whole entry, looked up, the tested form may be a part): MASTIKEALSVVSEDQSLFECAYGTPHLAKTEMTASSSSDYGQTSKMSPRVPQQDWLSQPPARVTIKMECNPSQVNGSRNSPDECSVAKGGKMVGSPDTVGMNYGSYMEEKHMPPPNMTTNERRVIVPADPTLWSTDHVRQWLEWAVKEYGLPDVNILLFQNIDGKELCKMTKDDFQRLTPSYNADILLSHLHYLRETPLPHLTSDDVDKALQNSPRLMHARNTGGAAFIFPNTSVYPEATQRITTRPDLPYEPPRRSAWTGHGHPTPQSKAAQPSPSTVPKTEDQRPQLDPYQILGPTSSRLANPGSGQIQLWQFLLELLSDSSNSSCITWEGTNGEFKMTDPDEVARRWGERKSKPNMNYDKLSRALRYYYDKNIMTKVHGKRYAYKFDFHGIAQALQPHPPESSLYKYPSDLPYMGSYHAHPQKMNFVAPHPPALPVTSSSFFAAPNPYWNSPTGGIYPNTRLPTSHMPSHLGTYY
#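 His-tagged ERG Ets domain (1 uM in the protein solution; 300mM KCl, 50mM Tris-HCl, 1mM EDTA, 1mM DTT, pH 7.5) received compound, then a probe mix of 5 nM fluorescein-DNA and 100nM Texas-615-DNA. Fluorescence polarization was read for both dyes.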
# JMJD2A Tudor: qHTS Assay for Inhibitors of JMJD2A-Tudor Domain | Lysine-specific demethylase 4A (Homo sapiens), O75164 | AlphaScreen JMJD2A-Tudor / H3K4me3 peptide binding | Potency, µM (series often up to 114 µM), without a hit: at the highest dose activity change, negative = inhibition, hits mostly inhibitors | 390,000 tested, 4.4% active; also: % is scaled to controls: 0 for no effect and ±100 for the full control effect; nearly all actives have a fitted effect of over 50% in size
# GLS inh: qHTS for Inhibitors of Glutaminase (GLS); Glutaminase kidney isoform, mitochondrial (Homo sapiens), O94925; GLS enzymatic activity, qHTS titration; Potency, µM (doses to about 45.5 µM), for inactives: at the highest dose activity change, negative = inhibition, usual class: inhibitors; 410,000 tested, 0.21% active; also: % is scaled to controls: 0 for no effect and ±100 for the full control effect
#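 Human kidney-isoform GLS in 45 mM KH2PO4 pH 8.2, 0.02% Tween-20, with compound, started with 1mM L-Glutamine (added stock). Glutamate oxidase/HRP/Amplex red coupled fluorescence read at start and after 30 min at RT.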
# An asterisk follows results filed as active; i = inactive; ? = inconclusive; / = no result given; [ ] = another dose, or the depositor's remark. Unless noted, calls follow the shape of the dose curve; as a rule, active = well fitted curve in the direction sought with a large enough effect; inconclusive = small, poorly fitted or top-dose-only effect, or another doubt; inactive = no such curve, though single readings can be large; an effect the other way counts as inactive or inconclusive. Potency is read from the fitted curve at half-maximal effect.
SMILES,Pin1 inhibitor,RGS4 inhibitor,rTrxR1 inhibitor,12-LOX inh,HP1b binding inh,Tb PGK inh,ERG-DNA inh,JMJD2A Tudor,GLS inh
O=[N+]([O-])c1ccc(Oc2c(F)c(F)nc(N3CCCC3)c2F)cc1,1%,-26%,-9%,0%,-29%,i,-4%,?,9%
CC(C(=O)OCC(=O)Nc1ncc(Cl)cc1Cl)N1C(=O)c2ccccc2C1=O (stereo unspecified),-8%,6%,-10%,i,8%,-8%,4%,-24%,-3%
CCN(CC(=O)NCc1cccs1)C(=O)c1cccc(S(=O)(=O)NCc2ccccc2)c1,-3%,-9%,10%,-29%,22%,-6%,/,-14%,5%
O=C(c1ccc(Br)o1)N1CCN(CCOc2ccccc2)CC1,2%,17%,24%,-18%,28%,2%,-8%,-10%,-16%
CC(C)c1ccc(N(CC(=O)NC2CCCC2)C(=O)CCC(=O)Nc2ccccn2)cc1,0%,?,17%[57.1 µM],-21%,8%,-4%,-4%,50µM*,0%
O=C(NCC1CCCO1)c1cc2c([nH]c3ccccc32)c(-c2ccc(F)cc2)n1 (stereo unspecified),-2%,-12%,7%,2%,16%,-9%,5%,-16%,3%
CCOC(=O)CCn1cnc2onc(-c3ccccc3Cl)c2c1=O,1%,13%,6%,-2%,52%[activator],i,-1%,-6%,8%
O=C(c1ccncc1)N(Cc1ccccc1)Cc1nc2ccccc2c(=O)[nH]1,-4%,-14%,8%,-5%,39%,-1%,2%,-21%,-6%
O=C(COC(=O)c1cc(=O)c2ccccc2o1)Nc1c(F)c(F)c(F)c(F)c1F,7%,13%,-8%,?,41%[activator],i,6%,-9%,-1%
CN(C)c1ccc(CNC(=O)C2CCN(S(=O)(=O)c3cn(C)cn3)CC2)cc1,-3%,-5%,22%[57.1 µM],-9%,6%,-9%,4%,-8%,4%
N#Cc1ccc(N)cc1OCCCN1CCCCC1,-1%,-9%,7%,-9%,18%,2%,-6%,-10%,0%
Cc1cc(C)cc(C(=O)Nc2ccc3[nH]c(=O)[nH]c3c2)c1,-2%,-9%,11%,-2%,19%,-3%,7%,-4%,0%
Cc1ccccc1CNC(=O)CCC(=O)N1Cc2ccccc2Oc2ncccc21,34%[activator],-31%,18%,0%,88%[activator],i,2%,2%,-8%
CCOC(=O)c1ccccc1NC(=O)COC(=O)c1ccc(C)c(S(=O)(=O)N2CCOCC2)c1,1%,-4%,13%,39%[activator],26%,i,7%,-8%,1%
CC(Cc1ccccc1)N/C=C1/CC(=O)NC1=O (stereo unspecified),4%,15%,-1%[57.1 µM],-7%,14%,-7%,6%,-26%,11%
Cc1ccccc1C(=O)NCCc1csc(-c2ccc(C(F)(F)F)cc2)n1,-2%,2%,19%[57.1 µM],-20%,17%[57 µM],-3%,-1%,7%,5%
CCn1c2ccccc2c2nnc(SCC(=O)N3CC(C)OC(C)C3)nc21 (stereo unspecified),-2%,7%,2%,-6%,16%,-4%,/,-20%,-8%
COCCN(C(=O)Cn1nnc2ccccc21)C(C(=O)NC1CCCC1)c1cccc(OC)c1OC (stereo unspecified),-1%,-7%,8%,-15%,27%,-12%,-5%,-7%,0%
COC(=O)C(Cc1ccccc1)NC(=O)CNC(=O)c1ccc(Br)cc1 (stereo unspecified),0%,16%,32%[57.1 µM],34%,-1%,-7%,15%,-2%,6%
O=C(c1ccc(CS(=O)Cc2ccc(Cl)cc2)o1)N1CCN(c2ccc(F)cc2)CC1 (stereo unspecified),3%,1%,17%,-30%,18%,3%,8%,-19%,6%
C=C1CCN([C@@H](Cc2ccccc2)C(=O)NCCC(C)C)S(=O)(=O)c2ccccc21,-1%,7%,13%[57.1 µM],-7%,43%[activator],-5%,3%,-3%,-1%
O=C(N/N=C\c1cccc(Cl)c1)c1ccc(Cn2cc(Br)c([N+](=O)[O-])n2)o1,3%,-18%,-2%,-23%,18%,i,/,-19%,8%
CCSc1nc(=S)n(-c2ccccc2)c(C)c1C(C)=O,0%,11%,9%,-1%,13%,4%,5%,-6%,12%
Cc1ccc(Cl)cc1NC(=O)c1ccccc1OCC(=O)N1CCOCC1,-1%,0%,13%,0%,18%,-1%,-8%,-12%,9%
Cc1ccc(-c2c(C(=O)N/N=C/c3cccs3)nnn2-c2nonc2N)cc1,3%,-3%,28%,/,54%[activator],-2%,8%,21%,4%

# 2 compounds picked at random from those above, as already listed:
SMILES,Pin1 inhibitor,RGS4 inhibitor,rTrxR1 inhibitor,12-LOX inh,HP1b binding inh,Tb PGK inh,ERG-DNA inh,JMJD2A Tudor,GLS inh
N#Cc1ccc(N)cc1OCCCN1CCCCC1,-1%,-9%,7%,-9%,18%,2%,-6%,-10%,0%
CC(Cc1ccccc1)N/C=C1/CC(=O)NC1=O (stereo unspecified),4%,15%,-1%[57.1 µM],-7%,14%,-7%,6%,-26%,11%

# Continued:
SMILES,Pin1 inhibitor,RGS4 inhibitor,rTrxR1 inhibitor,12-LOX inh,HP1b binding inh,Tb PGK inh,ERG-DNA inh,JMJD2A Tudor,GLS inh
O=C(/C=C/c1ccc(N2CCCCC2)c([N+](=O)[O-])c1)c1ccc(O)cc1,1%,-27%,-3%[57.1 µM],-1%,35µM*,-8%,-3%,28µM*,1%
Cc1ccc(-n2nc(-c3ccco3)cc2C(=O)O)c(C)c1,-14%,-32%,-37%,?,-24%,-17%,-6%,56µM*,156%[activator]
Cc1cccc(Oc2ccc(NC(=O)C3CC=CCC3C(=O)O)cc2)c1 (stereo unspecified),2%,16%,-1%,-12%,20%,-21%,83%[activator],?,-3%
Cc1cc(C)c(C(=O)C(C)OC(=O)c2ccc(Cl)nc2)cc1C (stereo unspecified),12%,19%,-3%,-6%,115%[activator],-1%,1%,68%[activator],-4%
COC(=O)c1cc(Cc2ccc(N)c(C(=O)OC)c2)ccc1N,?,-7%,8%,-12%,35%,0%,-5%,-18%,15%
COc1ccc(C)cc1S(=O)(=O)N1CCN(C(=O)c2ncoc2-c2ccccc2F)CC1,3%,8%,19%[57.1 µM],0%,20%,i,-10%,1%,-10%
CCn1c2ccccc2c2nnc(NN)nc21,-1%,-24%,-2%,39%[activator],1%,i,24%,50µM*,15%
CC1=C(c2ccc(C(C)C)cc2)S(=O)(=O)N=C1N1CCN(C(=O)c2ccco2)CC1,75%[activator],-11%[11.4 µM],7%,-2%,-3%,-11%,-1%,45µM*,-6%
N/C(=N\N=C\c1ccc(Br)o1)c1nonc1N,0%,15%,?,?,26%,-1%,-2%,-35%,12%
O=C(O)/C=C/C(=O)NCC1CCC(CNC(=O)/C=C/C(=O)O)CC1 (stereo unspecified),0%,-15%,-1%,?,37%,0%,-9%,-7%,-4%
O=C(c1ccc([N+](=O)[O-])cc1)n1nc(-c2ccccc2)nc1NCc1ccc(F)cc1,-8%,-41%,3%,?,?,0%,2%,?,-12%
CN1C(=O)N(C)C(NC(=O)Nc2ccccc2)C1NC(=O)Nc1ccccc1 (stereo unspecified),2%,?,21%[57.1 µM],-12%,12%,-1%,3%,-14%,4%
CC1Cc2ccccc2N1C(=S)NC(=O)C1(C)CC1(Cl)Cl (stereo unspecified),1%,4%,4%[57.1 µM],-19%,2%,7%,13%,-14%,18%
O=C(NCC1CCCO1)C1CCN(C2CCN(CCCC3CCCC3)CC2)CC1 (stereo unspecified),0%,6%,-3%,-8%,25%,4%,3%,-20%,1%
CCN(CC)CC(=O)Nc1cccc2c1C(=O)c1ccccc1C2=O,-4%,-17%[11.4 µM],0%,-16%,-3%,-3%,-6%,-20%,-9%
COc1ccccc1CNC(=O)CNC(=O)[C@@H]1Cc2ccccc2CN1,-3%,11%,13%,?,25%,2%,5%,-5%,-1%
CCN1CCN(c2nc(N)c([N+](=O)[O-])c(Nc3cccc(C)c3)n2)CC1,-4%,-13%,12%,-2%,-29%,-10%,0%,?,17%
CCC(CC)C(=O)N=C1SC2CS(=O)(=O)CC2N1CCc1ccc(OC)c(OC)c1 (stereo unspecified),1%,-4%,-2%[57.1 µM],-24%,11%,-1%,-1%,-10%,4%
COc1ccccc1C(=O)N(Cc1ccc(Cl)cc1)C1CCS(=O)(=O)C1 (stereo unspecified),-12%,1%,5%,-7%,30%[activator],-10%,1%,-3%,-6%
Cc1cc(C(=O)N2CCN(c3ncccn3)CC2)cs1,4%,-17%,28%,14%,31%,1%,-1%,-5%,3%
Cc1ccc2oc(=O)n(Cc3ccccc3OC(C)C)c2c1,5%,-27%,5%,0%,134%[activator],-7%,1%,54%[activator],-8%
CCOc1ccc(N(c2nc(-c3ccc(OC)c(OC)c3)no2)c2nc(-c3ccc(OC)c(OC)c3)no2)cc1,-1%,6%,17%,-28%,17%,0%,-9%,-18%,4%

# This is a subset. The share of hits here may be higher or lower than overall.
